# Source: PubChem BioAssay
# Hsp70 inhibitors: Hsp70 inhibitors, probe displacement, primary screen, biochemical, fluorescence polarization (AID 583) | Hsp70 fluorescence polarization probe displacement, mP; higher % means a stronger effect | displacement, % at 20 µM; hits with a dose series show IC50 in µM | actives 0.06% (n = 140,000); in the data active means displacement above about 50%;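 further: plate controls were vehicle for no effect and reference ligand for full effect; a part of the inactive calls stands beside numbers as strong as those of hits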
# MKP-3 inhibition: MKP-3 phosphatase inhibitors, primary screen, biochemical, rat enzyme, in vitro (AID 425); recombinant MKP-3 phosphatase activity, fluorescence; higher % means a stronger effect; one-dose inhibition, % at 20 µM; IC50 in µM for titrated hits; actives 0.17% (n = 110,000); Dual specificity protein phosphatase 6 (Rattus norvegicus); in the data active means inhibition above about 50%;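 further: plate controls were vehicle for no effect and reference inhibitor for full effect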
# Starred values were filed as active, the others as inactive; · = no result given; & = joins results of further samples.
# The opening 2 compounds as a preview:
# Every second line gives: MKP-3 inhibition	Hsp70 inhibitors
COCCn1c(CN2CCN(c3ccccc3)CC2)nc2c1c(=O)n(C)c(=O)n2C
 : ·	2.3%
COc1ccccc1/C=N\Nc1nc(-c2ccccc2)cc(-c2ccccc2)n1
 : 3%	3.6%

# The list itself, previewed entries included:
# Every second line gives: MKP-3 inhibition	Hsp70 inhibitors
COCCn1c(CN2CCN(c3ccccc3)CC2)nc2c1c(=O)n(C)c(=O)n2C
 : ·	2.3%
COc1ccccc1/C=N\Nc1nc(-c2ccccc2)cc(-c2ccccc2)n1
 : 3%	3.6%
CCn1c(CNC(=O)c2ccc(OC)cc2)nnc1SC
 : 3%	·
CCCOc1ccc(Cc2nc(N)nc(N)n2)cc1
 : -13%	2.5%
CCCN(N=Nc1cccc([N+](=O)[O-])c1)c1cccc([N+](=O)[O-])c1
 : ·	-0.8%
ONC=Nc1cccc2nonc12
 : -8%	0.5%
O=C(NCC(=O)N(Cc1ccco1)C(C(=O)NC1CCCCC1)c1cccnc1)c1cccs1 (stereo not drawn)
 : ·	3.5%
COc1ccc2nc(Nc3nc4ccccc4c(=O)[nH]3)nc(C)c2c1
 : 0%	2.0%
COc1cccc(-c2nnc(NC(=O)C3CCCCC3)o2)c1
 : 2%	10%
O=C(NCc1ccc(Cl)cc1)c1cc2c(nc3sccn32)s1
 : -5%	-2.8%
COc1ccc(Cl)cc1NC(=O)C1CC(=O)N(c2ccc(F)cc2)C1 (stereo not drawn)
 : -8%	-0.4%
COc1ccc(C(=O)C(OC(=O)CNC(=O)c2ccco2)c2ccccc2)cc1 (stereo not drawn)
 : 2%	2.9%
Clc1ccccc1-c1nc2ccccc2c2nncn12
 : ·	-19%
Cc1nnc2c(Oc3ccccc3)nc3ccccc3n12
 : ·	-5.0%
O=C(CCn1c(=O)c2ccccc2n(CC(=O)NC2CCCC2)c1=O)NCc1ccco1
 : ·	1.4%
N#Cc1c(NC(=O)CSc2nnc(-c3ccco3)n2-c2ccccc2)sc2c1CCC2
 : ·	-4.1%
COC(=O)CSc1nnc(-c2ccco2)n1-c1ccc(C)cc1
 : -1%	0.0%
Cc1oc(-c2ccccc2F)nc1CS(=O)(=O)CC(=O)N1CCOCC1
 : 11%	6.7%
CC(=O)Nc1ccc(NC(=O)Cc2ccc(Cl)cc2)cc1
 : 2%	2.8%
Cc1ccc(C(=O)Oc2ccc(/C=C3\SC(N)=NC3=O)cc2)cc1
 : 3%	-3.4%
O=C(Oc1ccc(/C=N/NC(=O)C(O)c2ccccc2)cc1)c1ccccc1Cl (stereo not drawn)
 : -1%	-1.4%
O=C(CN(c1cccc(Cl)c1)S(=O)(=O)c1ccccc1)N/N=C/c1cccnc1
 : 0%	5.9%
CCn1c(=O)c(C(=O)NCc2ccccn2)c(O)c2ccccc21
 : -4%	6.7%
COC(=O)c1ccc(C(=O)OC)c(NC(=O)COc2ccccc2Cl)c1
 : 3%	-5.9%
CC1=C(OC(=O)c2ccccc2)C(C)(C)C(c2ccccc2)OC1=O (stereo not drawn)
 : ·	-0.2%
Cc1ccc(OC(=O)c2cccc(C(=O)Oc3ccc(C)cn3)n2)nc1
 : -6%	7.0%
Cc1nnc(C)n1/N=C/c1ccccn1
 : -1%	3.3%
CC(C)COc1ccc(-c2nn(-c3ccccc3)cc2C(=O)Nc2nccs2)cc1
 : ·	-2.2%
COc1cc2c(cc1OC)CN(C(=O)CSc1nnc3scc(-c4ccccc4)n13)CC2
 : 5%	·
CC(=O)N(CC1CCCO1)c1nnc(-c2cnccn2)s1 (stereo not drawn)
 : -15%	-2.4%
NS(=O)(=O)c1ccc(CCNC(=O)CCCC2=NS(=O)(=O)c3ccccc3N2)cc1
 : 6%	1.1%
COCCNC(=O)Cn1c(=O)n(Cc2ccc(C(=O)NCc3ccco3)cc2)c(=O)c2ccccc21
 : -5%	2.7%
Cc1ccc(C)c(/C(O)=C2\C(=O)C(=O)N(Cc3cccnc3)C2c2cccnc2)c1 (stereo not drawn)
 : 5%	-5.1%
Cn1nnnc1NC(=O)c1ccccc1F
 : 0%	2.9%
O=C(CSc1nc(-c2ccco2)cc(C(F)(F)F)n1)Nc1ccc(C(=O)N2CCCCC2)cc1
 : 5%	·
COc1cccc(NC(=O)CN(c2cc(Cl)cc(Cl)c2)S(C)(=O)=O)c1
 : 6%	0.4%
NC(=O)COC(=O)c1ccc(Oc2ccccc2)cc1
 : -2%	1.0%
CCOC(=O)c1cc(CC)sc1NC(=O)C(c1ccccc1)c1ccccc1
 : ·	0.2%
Cc1cc([N+](=O)[O-])ccc1-c1ccc(CO)o1
 : 2%	-3.4%
Cc1nc(-c2ccccc2)c(-c2ccccc2)[nH]1
 : ·	0.5%
Cc1cc(-c2[nH]nc3c2C(c2ccc(Cl)cc2)C(C#N)=C(N)O3)c(C)s1 (stereo not drawn)
 : ·	5.7%
Cc1ccc2cccc(NC(=S)NC(=O)c3c(Br)cnn3C)c2n1
 : ·	-4.0%
COc1ccc(CNC(=O)c2ccc(C3SCC(=O)N3Cc3ccccc3)cc2)cc1 (stereo not drawn)
 : 0%	3.3%
COc1ccc(C(=O)Nc2ccc(Br)c(C)c2)c(OC)c1
 : 4%	-3.7%
COC(=O)CC/C(O)=C1/C(=N)CC(C)(C)CC1=O
 : ·	1.9%
CCCOc1c(OC)cccc1C1CC(=O)Nc2cc3c(cc21)OCO3 (stereo not drawn)
 : 3%	1.7%
Cc1[nH]n(-c2ccccc2)c(=O)c1N=Nc1nccs1
 : 0%	6.3%
Oc1ccccc1/C=N/Nc1nc(N2CCOCC2)nc(N2CCOCC2)n1
 : 0%	0.8%
CCOC(=O)c1c(NC(=O)/C=C/c2ccc(C)cc2)sc(C)c1C
 : 4%	0.9%
COC(=O)C(NC(C)=O)(Nc1ccc(Br)cn1)C(F)(F)F (stereo not drawn)
 : -4%	1.3%
CC(=O)Oc1ccc(-c2cccc(C(=O)Nc3ccc([N+](=O)[O-])cc3)c2)cc1
 : 2%	-0.3%
Cc1cc(C)n2nc(-c3ccc(F)cc3)nc2n1
 : ·	5.0%
COc1ccc(C2C(C(C)=O)=C(C)N=c3s/c(=C\c4ccccc4OC)c(=O)n32)c(OC)c1 (stereo not drawn)
 : 2%	-2.5%
COc1ccccc1N(C(=O)Nc1ccc(Cl)cc1)C(C)C1CC1 (stereo not drawn)
 : 2%	1.1%
Cc1oc2cc3c(C(=O)N4CCN(C)CC4)c(C)oc3cc2c1C(=O)N1CCN(C)CC1
 : -10%	2.1%
Cc1ccc(OCc2nc(-c3ccc(Cl)cc3)n[nH]2)cc1
 : ·	-0.2%
O=C(COc1ccc(Br)cc1)Nc1cccc(NC(=O)c2cccc(Cl)c2)c1
 : 1%	6.4%
Oc1c(C=NCc2ccc(F)cc2)[nH]c2ccc(Br)c(Cl)c12
 : ·	3.9%
COc1ccc2c(c1)C1C=CCC1C(c1cccc([N+](=O)[O-])c1)N2 (stereo not drawn)
 : 6%	0.0%
Cc1ccc(Nc2cc(-n3cccn3)ncn2)cc1
 : 0%	1.7%

# (listing goes on)
# Every second line gives: MKP-3 inhibition	Hsp70 inhibitors
Cn1cnnc1SC(C(=O)c1ccccc1)c1ccccc1 (stereo not drawn)
 : -8%	2.8%
Cc1nc2c(c(=O)n1CCC1=CCCCC1)c1nc3ccccc3nc1n2/N=C/c1ccccc1
 : ·	-12%
CCOC(=O)Cc1csc(SCC(=O)N2CCN(c3ccc(OC)cc3)CC2)n1
 : -2%	-1.6%
COc1ccc([N+](=O)[O-])cc1N=Cc1c[nH]c2ccccc12
 : 0%	-4.7%
NC(=O)CN1CCN(C(=O)NC2CCCCC2)CC1
 : -4%	9.4%
COc1ccc(S(=O)(=O)NC2CCSC2=O)cc1 (stereo not drawn)
 : -3%	-0.5%
COCCCNC(=O)c1ccc([N+](=O)[O-])cc1
 : -4%	3.3%
Cc1cc(=O)n2c3c(cccc13)CCC2
 : 2%	-2.8%
Cc1cc(NC(=O)CCCC(=O)Nc2ccc(F)cc2)no1
 : -3%	0.3%
COc1ccc(N(CC(=O)N2CCCC2)S(C)(=O)=O)cc1Cl
 : 0%	4.4%
CCOC(=O)N1CCN(C(=O)CSc2ccc(Cl)cc2)CC1
 : -8%	1.3%
Cc1nc2ccccc2c(=O)n1NC(=O)c1c(O)c2ccccc2n(C)c1=O
 : -10%	2.2%
CSc1ccccc1NC(=O)c1noc2c1CCC2
 : 4%	3.0%
c1ccc(-c2[nH]ncc2-c2nc3ccccc3[nH]2)cc1
 : -16%	-2.2%
NC(=O)CSc1nc(-c2ccccc2Cl)ns1
 : 13%	-0.6%
O=C(O)c1ccc(-c2ccccc2C(F)(F)F)o1
 : -5%	0.6%
NC(=O)CCS(=O)(=O)c1ccccc1
 : -2%&1%	0.1%&-2.6%
O=C(COC(=O)C1CCCN1S(=O)(=O)c1ccc(Cl)cc1)Nc1ccc2c(c1)OCO2 (stereo not drawn)
 : -5%	·
O=C1c2cccc3cccc(c23)C(=O)N1/N=C/c1ccccc1
 : -2%	-0.2%
Cc1cc(NC(=O)c2cc(-c3cccs3)on2)no1
 : 0%	1.7%

# Some of the entries so far, with values ahead of the structure.
MKP-3 inhibition	Hsp70 inhibitors	SMILES
-5%	0.6%	O=C(O)c1ccc(-c2ccccc2C(F)(F)F)o1
-2%&1%	0.1%&-2.6%	NC(=O)CCS(=O)(=O)c1ccccc1

# An excerpt from above in order of their number in MKP-3 inhibition, lowest first:
# Every second line gives: MKP-3 inhibition	Hsp70 inhibitors
Cc1nc2ccccc2c(=O)n1NC(=O)c1c(O)c2ccccc2n(C)c1=O
 : -10%	2.2%
CCOC(=O)N1CCN(C(=O)CSc2ccc(Cl)cc2)CC1
 : -8%	1.3%
NC(=O)CN1CCN(C(=O)NC2CCCCC2)CC1
 : -4%	9.4%
COc1ccc(S(=O)(=O)NC2CCSC2=O)cc1 (stereo not drawn)
 : -3%	-0.5%
Cc1cc(=O)n2c3c(cccc13)CCC2
 : 2%	-2.8%

# More structures.
# Every second line gives: MKP-3 inhibition	Hsp70 inhibitors
CCc1nc2ccccc2n1Cc1ccc([N+](=O)[O-])cc1
 : 1%	7.0%
COC(=O)c1cc(NC(=O)CSc2nc(C)cc(=O)[nH]2)cc(C(=O)OC)c1
 : -9%	2.5%
COc1ccc(C(=O)NCC(=O)OCC(=O)Nc2c(C)n(C)n(-c3ccccc3)c2=O)cc1
 : ·	1.0%
O=C(c1cn(-c2ccccc2)nc1-c1ccccc1)n1nnc2ccccc21
 : ·	-1.1%
CCNC(=O)NC(=O)COc1ccccc1C#N
 : -11%	-5.3%
CCC(C)n1cnc2c(c1=O)c1nc3ccccc3nc1n2Cc1ccc2c(c1)OCO2 (stereo not drawn)
 : -2%	0.1%
O=C(CSc1nc2ccccc2c(=O)[nH]1)N1CCCCCC1
 : -2%	2.6%
O=C(Nc1ccc(NC(=O)c2cc3ccccc3o2)cc1Br)c1ccccc1
 : -1%	2.6%
Cc1csc(=N)n1-c1ccc(Cl)cc1
 : -10%	2.2%
Cc1cc(N2CCOCC2)nc(SCC(=O)c2ccc(Cl)cc2)n1
 : 3%	3.3%
NC(=O)c1ccc(NC(=O)COc2ccc(Cl)cc2Br)cc1
 : 0%	0.0%
CCOC(=O)c1ccccc1NC(=O)c1cccc2c1C(=O)N(C1CCN(C(=O)OCC)CC1)C2
 : 0%	9.1%
CCc1ccc2c(c1)C1(NN=C(c3ccc(C)cc3)S1)C(=O)N2 (stereo not drawn)
 : ·	6.8%
Cc1cc(NC(=O)CSc2nnc(COc3cccc(C)c3C)n2C)no1
 : -12%	1.5%
COc1ccccc1CC(=O)Nc1cccc(Cl)c1C
 : 0%	-2.0%
COc1ccc(NC(=O)Cc2nnc(SCC(=O)Nc3cc(C)ccc3OC)n2C)cc1
 : 3%	6.2%
COc1cccc(/C=N/n2c(SC)nnc2-c2ccccc2)c1OC
 : -13%	4.3%
Cc1ccc(NC(=O)Cn2nc(C)c3ccccc3c2=O)c(C)c1
 : 8%	6.4%
CC1(C)C/C(=C(/C#N)C(N)=O)CCO1
 : -2%	-1.1%
C=CCn1c(N(C)C)nc2c1c(=O)[nH]c(=O)n2C
 : -7%	-5.1%
O=C1S/C(=C/c2ccc(-c3cccc([N+](=O)[O-])c3)o2)C(=O)N1c1ccccc1
 : 4%	15%
O=C(Nc1ccc(Cl)cc1)NC1CCCC1Cc1ccco1 (stereo not drawn)
 : 5%	-0.8%
Cn1c(=O)c(NCCO)c2c3c(cccc31)C(=O)c1ccccc1-2
 : -96%	142%
O=[n+]1cc(-c2ccc(F)cc2)n([O-])c2c1CCC2
 : -5%	2.0%
O=C(O)C1CCCCC1C(=O)Nc1ccccc1Cl (stereo not drawn)
 : ·	-2.8%
Cc1noc(C)c1C(=O)OCC(=O)c1cc(C)n(Cc2ccccc2Cl)c1C
 : -11%	-4.7%
Cc1ccc(S(=O)(=O)Nc2ccc3ncccc3c2)cc1
 : -2%	-0.2%
Cc1cc(C)nc(S(=O)CC(O)COc2ccccc2)n1 (stereo not drawn)
 : -2%	3.3%
COc1ccc(NC(=O)CSc2nc(C)c3c(c2C#N)CCCC3)cc1
 : ·	-2.8%
O=C(O)CCC(=O)Nc1cccc(-c2nc3cc4ccccc4cc3[nH]2)c1
 : -1%	7.3%
O=C1/C(=C\c2ccc3c(c2)OCO3)N=C(c2ccccc2)N1c1ccc(O)cc1
 : 4%	-1.7%
O=C(CCNc1n[nH]c(=O)[nH]c1=O)N/N=C/c1ccc(Cl)cc1
 : 1%	4.4%
COc1ccc2oc(=O)c(NC(=O)c3ccccc3)cc2c1
 : 4%	-2.4%
C=CCn1cc(C(=O)NCC2CCCO2)c(=O)c2cc(S(=O)(=O)N3CCCCCC3)ccc21 (stereo not drawn)
 : -8%	3.2%
CN1CCN(C(=O)c2ccccc2NC(=O)CCN2C(=O)c3ccccc3C2=O)CC1
 : 1%&4%	4.6%&-3.1%
O=C(c1ccccc1)c1ccc(OC(=O)N2CCCC2)cc1
 : -4%	-3.9%

# The list is partial; count on the stated rates, not on these rows.
